Assay outcomes as filed in PubChem.
KOR beta-arrestin-1: KOR agonists, beta-arrestin recruitment, primary screen, cell-based, luminescence, uHTS (AID 1777). 0.02% of 280,000 active. KOR beta-arrestin recruitment, luminescence; higher % means a stronger effect. activation, % at 10 µM, or EC50 in µM where a hit was titrated; in the data active = activation above about 50%, passing the limit was not always enough; note: a part of the inactive calls stands beside numbers as strong as those of hits
NOD1 NF-kB reporter: inhibition of NOD1-driven NF-kB reporter – cell-based, luminescence, uHTS, primary screen (AID 1578) | NOD1-driven NF-kB luciferase reporter cells, luminescence; higher % means a stronger effect | inhibition, % at 4 µM; hits with a dose series show EC50 in µM | 1% of 290,000 active; in the data active = inhibition mostly above about 36%, no sharp cut-off; inactive = mostly below about 34%;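 note: HEK-293T reporter cells stimulated with the NOD1 agonist gamma-tri-DAP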
ER stress rescue: protection against thapsigargin-triggered cell killing – 384-well, CSM14.1, ATP luminescence, primary screen (AID 1222). CSM14.1 thapsigargin-induced death rescue, ATP luminescence; higher % means a stronger effect. cellular ATP content (survival), % at 20 µM; hits with a dose series show EC50 in µM. 190,000 tested, under 10 active;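 active = EC50 below 50 µM in the dose-response confirmation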;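 note: death triggered by thapsigargin at about 15 µM added after 2 h compound pretreatment; cell ATP read after overnight thapsigargin exposure of roughly 18 to 22 hours; normalized against plate controls of thapsigargin alone and 5% DMSO vehicle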
NOD2 inhibition: inhibition of NOD2-driven NF-kB reporter – cell-based, luminescence, uHTS, HEK293 (AID 1566); inhibition, % at 4 µM, or EC50 in µM where a hit was titrated; HEK293 NOD2/NF-kB luciferase reporter, luminescence; higher % means a stronger effect; 0.63% of 290,000 active; note: many of its hits are not listed in these tables
GPR55 beta-arrestin: selective activators of receptor GPR55 – imaging, U2OS cells, beta-arrestin-GFP redistribution, primary screen (AID 1961); U2OS GPR55 beta-arrestin-GFP redistribution imaging; higher % means a stronger effect; one-dose activation, % at 10 µM; EC50 in µM for titrated hits; 0.048% of 290,000 active;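 active = activation above 40% with more than 50 cells counted in the well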;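 note: U2OS osteosarcoma cells stably expressing GPR55 and beta-arrestin-GFP; plate controls were DMSO negative control for no effect and LPI positive control for full effect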
Yfh1-depleted yeast: enhancers of respiration in Yfh1-depleted yeast, dose response, Friedreich's ataxia, plus single-dose screen (AID 1465); 0.074% of 220,000 active; S. cerevisiae Yfh1-off respiration, WST-1 reduction, 72 h; higher fold induction means a stronger effect; one-dose fold induction at 50 µM; EC50 in µM for titrated hits;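 active = fold induction of absorbance versus untreated yeast above a set limit, then at least 30% activation at any dose in follow-up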;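 note: activators that raise dye reduction in frataxin-depleted yeast; strong numbers were not always called active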
NTR1 agonist: agonists of NTR1, primary screen, imaging, U2OS cells, beta-arrestin-GFP, high content (AID 493036); P30989; NTR1-U2OS beta-arrestin-GFP spot imaging, agonist mode; activation, % at 20 µM; 0.17% of 330,000 active;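 active = activation at or above 40% of the spot to cytoplasm intensity ratio, with at least 20 cells analyzed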;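 note: 0% = DMSO without peptide and 100% = 100 nM NTR1 peptide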
Target sequence (P30989 whole entry, looked up): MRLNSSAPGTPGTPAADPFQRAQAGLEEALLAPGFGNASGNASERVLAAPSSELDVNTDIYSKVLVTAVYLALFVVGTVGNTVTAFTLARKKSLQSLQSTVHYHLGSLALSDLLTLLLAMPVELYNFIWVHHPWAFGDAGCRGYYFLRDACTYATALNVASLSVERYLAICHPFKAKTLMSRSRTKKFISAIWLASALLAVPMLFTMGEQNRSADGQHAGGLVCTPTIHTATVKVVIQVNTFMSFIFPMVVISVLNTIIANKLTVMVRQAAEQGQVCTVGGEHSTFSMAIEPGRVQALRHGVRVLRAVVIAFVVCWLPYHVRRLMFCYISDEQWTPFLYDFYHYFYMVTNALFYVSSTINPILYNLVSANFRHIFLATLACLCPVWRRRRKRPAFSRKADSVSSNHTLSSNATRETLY
KOR beta-arrestin-2: KOR antagonists, beta-arrestin recruitment, cell-based, luminescence, uHTS (AID 1778); KOR beta-arrestin recruitment, luminescence, antagonist mode; higher % means a stronger effect; 0.091% of 290,000 active; inhibition, % at 10 µM; hits with a dose series show IC50 in µM; note: strong numbers were not always called active
TNAP activation fold: stimulation of alkaline phosphatase TNAP activity – biochemical, luminescent, no phosphate acceptor, uHTS, primary screen (AID 1001); purified TNAP, luminescent activation assay, no phosphate acceptor; higher activation fold means a stronger effect; activation fold at 20 µM, or EC50 in µM where a hit was titrated; 0.03% of 200,000 active; in the data active = activation fold from about 3, or a potency from the dose series; inactive = the rest, 99 in 100 with activation fold below about 1.6; note: many of its hits are not listed in these tables
NTR1 agonist cell count 20 µM: also measured in NTR1 agonist; calls as there; cell count; measured here: cell count, cytotoxicity flag
Numbers without * were called inactive; i = inactive; . = not tested or not shown; [ ] = dose if it differs, or a comment. Cut-off read from the data, not from the text of the source, unless noted: active = inhibition above about 50%; inactive = the rest. A portion of the library (hit frequency here may not be typical).

SMILES	KOR beta-arrestin-1	NOD1 NF-kB reporter	ER stress rescue	NOD2 inhibition	GPR55 beta-arrestin	Yfh1-depleted yeast	NTR1 agonist	NTR1 agonist cell count 20 µM	KOR beta-arrestin-2	TNAP activation fold
COc1ccccc1CNC(=O)c1ccc(OCC2CCCO2)cc1 (configuration not stated)	-3.1%	-31%	0.6%	6%	-0.2%	i	3.5	48	-3%	1.2
O=C(Nc1cccc(S(=O)(=O)N2CCOCC2)c1)c1ccc(Cl)c([N+](=O)[O-])c1	-1.6%	-1%	-0.7%	15%	-0.4%	i	2.3	62	21%	1
Cc1ccc(CN2CCSc3ccc(C(=O)N4CCOCC4)cc32)cc1	-2.0%	-7%	.	17%	-0.2%	.	2.0	52	18%	.
NC(=S)N/N=C/c1ccc(-c2cc(Cl)c(Cl)cc2Cl)o1	1.6%	-2%	0.2%	-105%	-0.1%	i	23	92	-71%[20 µM]	1
Cc1ccc(S(=O)(=O)N(CC(=O)NCc2ccncc2)C2CCCCC2)cc1	2.9%	0%	0.1%	-10%	-0.2%	i	0.4	64	-14%	1.1
Cc1ccc(C(=O)O)cc1N1C(=O)CCCC1=O	.	-33%	-0.1%	10%	-0.1%	i	-1.5	28	18%[20 µM]	1
CCOc1ccc(-c2[nH]ncc2Oc2ccccc2OC)c(O)c1	1.5%	-16%	0.4%	-1%	-0.1%	i	13	52	12%	1.1
CCOC(=O)c1c(NC(=O)CCC(=O)O)sc2c1CCCCC2	-3.5%	3%	-1.7%	32%	-0.1%	i	3.9	52	-10%	1.1
COn1c(SCc2ccc(C)cc2C)nc2ccccc2c1=O	1.3%	-5%	1.7%	20%	0.3%	i	4.9	64	19%	1
CCc1c(O)nc(SCC(=O)NC(C)(C)C)n(-c2ccccc2)c1=O	1.8%	10%	-0.8%	21%	-0.1%	i	-0.2	55	-2%	1.1
O=C(CSc1nccc(=O)[nH]1)c1cc2ccccc2o1	4.0%	1%	.	24%	-0.3%	i	0.2	69	-11%	.
COc1ccc(Br)c2oc(SC)cc(=O)c12	-2.0%	-5%	-1.7%	-19%	0.2%	i	2.7	61	-16%	1.1

6 structures already listed, arranged by molecular weight, ascending:
SMILES	KOR beta-arrestin-1	NOD1 NF-kB reporter	ER stress rescue	NOD2 inhibition	GPR55 beta-arrestin	Yfh1-depleted yeast	NTR1 agonist	NTR1 agonist cell count 20 µM	KOR beta-arrestin-2	TNAP activation fold
O=C(CSc1nccc(=O)[nH]1)c1cc2ccccc2o1	4.0%	1%	.	24%	-0.3%	i	0.2	69	-11%	.
COc1ccc(Br)c2oc(SC)cc(=O)c12	-2.0%	-5%	-1.7%	-19%	0.2%	i	2.7	61	-16%	1.1
COc1ccccc1CNC(=O)c1ccc(OCC2CCCO2)cc1 (configuration not stated)	-3.1%	-31%	0.6%	6%	-0.2%	i	3.5	48	-3%	1.2
NC(=S)N/N=C/c1ccc(-c2cc(Cl)c(Cl)cc2Cl)o1	1.6%	-2%	0.2%	-105%	-0.1%	i	23	92	-71%[20 µM]	1
CCc1c(O)nc(SCC(=O)NC(C)(C)C)n(-c2ccccc2)c1=O	1.8%	10%	-0.8%	21%	-0.1%	i	-0.2	55	-2%	1.1
Cc1ccc(CN2CCSc3ccc(C(=O)N4CCOCC4)cc32)cc1	-2.0%	-7%	.	17%	-0.2%	.	2.0	52	18%	.

(continued)
SMILES	KOR beta-arrestin-1	NOD1 NF-kB reporter	ER stress rescue	NOD2 inhibition	GPR55 beta-arrestin	Yfh1-depleted yeast	NTR1 agonist	NTR1 agonist cell count 20 µM	KOR beta-arrestin-2	TNAP activation fold
Cc1ccc(SCC(=O)Nc2ccc(F)cc2[N+](=O)[O-])cc1C	1.7%	-30%	-1.2%	-5%	-0.1%	i	3.8	44	-42%	1.1
COc1ccc(NS(=O)(=O)c2cc(NC(=O)[C@@H](NC(N)=O)C(C)C)ccc2C)cc1	-1.8%	-7%	.	-8%	0.0%	i	-0.8	40	9%	.
Cc1ccc(OCCSc2nnc(NC(=O)c3ccco3)s2)cc1	-2.0%	-43%	-1.7%	14%	0.4%	i	-1.1	34	14%	1
O=C(Nc1cccc(-n2cnnn2)c1)c1ccco1	6.5%	4%	-3.4%	6%	-0.2%	i	-1.8	71	-41%	1.1
C/C(=N\NC(=O)COc1ccc(C)cc1[N+](=O)[O-])c1cccs1	-3.1%	-50%	-0.6%	-22%	0.1%	i	2.7	28	20%	1.1
Cc1ccc(NC(=O)CN2CCOCC2)cc1	-8.6%	3%	.	11%	-0.1%	.	-0.1	84	6%	.
N#Cc1c(-c2ccccc2)cc(C2CC2)nc1SCC(=O)c1cccs1	-1.0%	11%	-0.3%	19%	0.3%	.	.	.	-14%	1.2
CC1=CC(C)(C)NC(=S)N1c1ccc(C)cc1C	-3.2%	19%	-0.3%	18%	0.5%	i	1.9	53	15%	1
Cc1ccc(NC(=O)CNS(=O)(=O)c2cccs2)cc1F	-0.1%	8%	-2.2%	17%	-0.2%	i	1.1	46	-19%	1
CCN(Cc1ccccc1)S(=O)(=O)c1ccc2c(c1)NC(=O)CC(=O)N2	-4.1%	-13%	14%	-4%	0.6%	i	0.5	47	7%	1.2
Cc1cc(C)c2nc(N3CCC(C(=O)NCC4CCCO4)CC3)sc2c1 (configuration not stated)	-5.7%	-30%	.	3%	0.2%	.	1.3	54	-19%	.
CCOc1ccc2c(c1)C(C)=CC(C)(C)N2S(=O)(=O)c1ccc(C)cc1	.	-31%	5.3%	-46%	0.2%	i	0.8	24	-152%[20 µM]	1
COC(=O)C1=C(C)N(CC2CC2)C(=O)N[C@H]1c1ccc(Br)cc1	2.3%	-19%	-1.5%	-10%	-0.2%	i	1.9	57	-44%	1
Fc1cccc(NC(=S)NCc2ccc(Cl)cc2)c1	6.1%	-24%	-1.3%	-32%	0.2%	i	3.7	46	-12%	1.1
CC1(NC(=S)Nc2ccc(NC(=S)NC3(C)CCS(=O)(=O)C3)cc2)CCS(=O)(=O)C1 (configuration not stated)	1.3%	-11%	.	7%	-0.1%	i	1.4	52	-12%	.
CN1CCN(c2ccc(NS(=O)(=O)c3ccc(Cl)cc3)cn2)CC1	-4.1%	-39%	-0.6%	11%	-0.3%	i	1.4	96	6%	1.1
CCOC(=O)CSc1nc2sc3c(c2c(=O)n1-c1ccccc1)CCN(C(C)C)C3	-2.8%	-10%	.	6%	-0.1%	.	-1.7	109	19%	.
CCOC(=O)c1cnc(-n2nc(C)cc2C)nc1NC	-2.5%	9%	-1.1%	-6%	-0.1%	i	2.2	84	2%	1
CC1CCN(CCc2nc3cc(NS(=O)(=O)c4ccc(F)cc4)ccc3n2C)CC1	-3.0%	-3%	.	5%	-0.1%	i	1.4	74	-15%	1.1
CCOC(=O)c1ccc(N2C(=O)CC(NC3CCN(C(=O)c4cccc(Cl)c4)CC3)C2=O)cc1 (configuration not stated)	2.8%	2%	-1.8%	9%	-0.2%	i	-0.7	48	-44%	1.1
COc1ccc(Nc2ccc(N3C(=O)CCCC3=O)cc2[N+](=O)[O-])c(OC)c1	-3.2%	-35%	-3.1%	-1%	0.8%	i	0.7	47	-15%	0.9
O=C(NCCN1CCOCC1)c1ccccc1N1C(=O)[C@@H]2Cc3c([nH]c4ccccc34)C(c3ccccc3)N2C1=O (some centres not stated)	-3.6%	9%	.	5%	-0.2%	.	-1.3	98	11%[20 µM]	.
CC(=O)c1ccc(N2CCN(C(=S)NCc3ccco3)CC2)cc1	-7.7%	-18%	1.7%	2%	-0.2%	i	-0.8	33	2%	1.1
COc1nccc(-c2ccc(F)cc2)c1C#N	-8.9%	-24%	-0.8%	5%	-0.3%	i	-1.7	44	7%	1.1
Cc1ccc(OCC(=O)Nc2ccc(N3CCN(C(=O)c4ccc(C)cc4)CC3)cc2)cc1	.	-15%	0.6%	26%	0.2%	i	0.2	78	-147%[20 µM]	1.1
COc1ccc(N2CCN(S(=O)(=O)CCNC(=O)Cc3ccc([N+](=O)[O-])cc3)CC2)cc1	-3.1%	-3%	.	-2%	0.1%	.	0.0	52	-3%	.
CCOc1ccc(-c2c(C(=O)N/N=C(\C)c3cccs3)nnn2-c2nonc2N)cc1	-4.8%	-21%	.	20%	-0.2%	.	3.1	67	2%	.
COC(=O)c1ccc(C(=S)N2CCCCC2)cc1	-4.6%	-3%	-1.2%	13%	-0.1%	i	2.0	57	0%[20 µM]	1.1
COc1ccc(CC(NC(C)=O)C(=O)NC2CCN(c3c4c(nc5ncnn35)CCC4)CC2)cc1 (configuration not stated)	-4.7%	2%	-1.7%	6%	-0.1%	i	2.7	57	-13%	1
OCC[C@@H]1C[C@@H](O)[C@H](O)[C@@]2(OCc3ccccc32)O1	-2.7%	7%	.	16%	1.0%	.	1.0	84	-60%[20 µM]	.
COc1ccc(-c2oc3ccccc3c(=O)c2OCC(=O)O)cc1	-2.0%	-20%	1.0%	30%	0.1%	i	-0.3	40	-11%	1.1
CCC(C(=O)c1ccc(O)cc1)c1ccccc1 (configuration not stated)	-1.4%	16%	-0.9%	8%	-0.1%	i	0.2	48	10%	1.1
O=C(Cn1nc(-c2ccco2)ccc1=O)Nc1ccc(Cl)c(Cl)c1	9.3%	36%	.	-18%	-0.1%	.	1.7	36	2%	.
Cc1nn(-c2ccc3nnc(Br)n3n2)c(C)c1Br	2.6%	-8%	0.5%	1%	0.1%	i	.	.	7%	1.1
COc1ccc(NC(=O)N2CCCC(C(=O)Nc3ccccc3OC)C2)cc1 (configuration not stated)	3.6%	-2%	.	10%	-0.4%	.	-1.8	52	-56%	.
O=C1OC(/C=C/c2ccccc2)=NC/1=C\c1cccnc1	7.7%	4%	0.9%	4%	-0.5%	i	0.2	81	-55%	1.1
CCn1ccnc1CN(C)C(=O)c1ccc2nc(Cc3ccc(OC)cc3)oc2c1	-2.6%	20%	.	15%	-0.2%	.	0.3	73	-22%	.
CCC1(C)Cc2c(sc3nnn(CC(=O)Nc4ccc(C)cc4)c(=O)c23)CO1 (configuration not stated)	1.2%	2%	-1.5%	7%	-0.1%	i	4.9	55	22%	1.1
CCCC(C)c1nnc(NC(=O)C2CC(=O)N(CCc3ccc(F)cc3)C2)s1 (configuration not stated)	-2.8%	15%	.	4%	0.3%	.	0.7	26	-21%	.
CCCSc1nc2[nH]ncc2c(=O)[nH]1	6.1%	-12%	1.7%	13%	0.0%	i	-0.7	52	27%	1
COc1ccc(NC(=O)c2ccco2)cc1NC(=O)c1cccs1	-4.8%	-19%	-0.6%	10%	-0.1%	i	2.4	58	7%	1.1
Cc1cccc(C2CC(c3ccccc3)Nc3ncnn32)c1 (configuration not stated)	-1.8%	-3%	1.2%	-8%	-0.2%	i	1.9	65	32%	1
CC1(N(O)/C=C2\C=CC=CC2=O)CCCCC1=O (configuration not stated)	3.6%	-13%	.	4%	-0.3%	i	0.4	63	3%	.
COc1cc(Cn2nnc3ccccc32)ccc1O	11%	-23%	.	11%	-0.3%	.	1.4	66	-46%[20 µM]	.
